PPARg SRC2 recr: agonists of PPARg-SRC-2 recruitment, primary screen, biochemical, HTS | 200,000 compounds, 0.34% hits | AID 1032, 2008 | PPARgamma LBD-SRC-2 recruitment | activation, % at 8 µM | Peroxisome proliferator-activated receptor gamma (Homo sapiens), P37231; in the data active = activation above about 22%;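 also: 0% = vehicle and 100% = reference agonist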
Target sequence (P37231 whole entry, looked up, the tested form may be a part): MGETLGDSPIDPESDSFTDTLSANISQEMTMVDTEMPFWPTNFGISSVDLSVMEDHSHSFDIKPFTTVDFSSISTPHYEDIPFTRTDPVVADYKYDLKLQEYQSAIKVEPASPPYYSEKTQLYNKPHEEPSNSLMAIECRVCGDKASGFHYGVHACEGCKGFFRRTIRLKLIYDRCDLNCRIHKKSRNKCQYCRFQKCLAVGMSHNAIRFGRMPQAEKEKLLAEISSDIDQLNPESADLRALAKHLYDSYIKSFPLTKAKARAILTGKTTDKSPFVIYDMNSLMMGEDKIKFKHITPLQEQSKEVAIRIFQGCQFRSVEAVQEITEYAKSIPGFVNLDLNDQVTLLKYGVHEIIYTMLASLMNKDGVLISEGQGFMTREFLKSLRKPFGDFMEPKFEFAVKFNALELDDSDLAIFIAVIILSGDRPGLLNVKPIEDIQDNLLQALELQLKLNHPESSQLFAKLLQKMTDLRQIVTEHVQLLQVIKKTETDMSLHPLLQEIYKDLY
STAT3 blocker: IL-6 driven STAT3 reporter inhibitors, primary screen, U3A cells, luciferase, luminescence, MLSCN library; inhibition, % at 5.5 µM; 190,000 compounds, 0.89% hits; IL-6 STAT3-luciferase reporter; host cell line lacks STAT1;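 active = inhibition above the mean inhibition across all screened compounds plus 3 SD, cut at about 44% in these data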;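 also: 0% = DMSO only wells and 100% = 100 µM nifuroxazide control wells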
bIAP inhibitor: bovine intestinal alkaline phosphatase inhibitors, primary screen, selectivity assay for TNAP inhibitor project, biochemical, bovine IAP, CDP-star luminescence. purified bovine IAP, 30 min. 190,000 tested, under 10 active. AID 1019, 2008. inhibition, % at 20 µM;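 active = over 50% inhibition of intestinal alkaline phosphatase at 20 µM in the single-dose screen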
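test system = bovine IAP enzyme | medium = DEA buffer 100 mM, pH 9.8, with MgCl2 1.0 mM, ZnCl2 0.02 mM | detection = luminescence | dosing = single compound dose of 20 µM, 2% DMSO final | incubation = 30 min reaction at room temperature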
PPARg SRC1 recr: PPARgamma agonists recruiting SRC-1 coactivator, primary screen, biochemical; Peroxisome proliferator-activated receptor gamma (Homo sapiens), P37231; PPARgamma-SRC-1 coactivator recruitment biochemical assay; activation, % at 8 µM; 200,000 compounds, 0.41% hits; AID 631, 2007; in the data active = activation above about 19%;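 also: 0% = DMSO and 100% = reference agonist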
PPARg SRC3 recr: PPARgamma agonists recruiting SRC-3 coactivator, primary screen, biochemical; Peroxisome proliferator-activated receptor gamma (Homo sapiens), P37231; biochemical PPARgamma/SRC-3 coactivator recruitment assay; activation, % at 8 µM; 200,000 compounds, 0.26% hits; in the data active = activation above about 23%;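 also: 0% = DMSO and 100% = reference agonist; some compounds past the cut are filed as inactive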
ROMK primary: ROMK potassium channel modulators, primary screen, cell-based, thallium flux, MLSMR library | ATP-sensitive inward rectifier potassium channel 1 (Homo sapiens), P48048 | Tet-inducible ROMK, thallium flux fluorescence; actives lie on both sides | B-score at 10 µM | 130,000 compounds, 2% hits | AID 1918, 2009;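 active = signal ratio slope over the read window, or its plate-corrected B-score, at least 3 SD from the plate mean, either direction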;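 also: B-score of the F/F0 ratio slope over 7 to 12 s after thallium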
Target sequence (P48048 whole entry, looked up): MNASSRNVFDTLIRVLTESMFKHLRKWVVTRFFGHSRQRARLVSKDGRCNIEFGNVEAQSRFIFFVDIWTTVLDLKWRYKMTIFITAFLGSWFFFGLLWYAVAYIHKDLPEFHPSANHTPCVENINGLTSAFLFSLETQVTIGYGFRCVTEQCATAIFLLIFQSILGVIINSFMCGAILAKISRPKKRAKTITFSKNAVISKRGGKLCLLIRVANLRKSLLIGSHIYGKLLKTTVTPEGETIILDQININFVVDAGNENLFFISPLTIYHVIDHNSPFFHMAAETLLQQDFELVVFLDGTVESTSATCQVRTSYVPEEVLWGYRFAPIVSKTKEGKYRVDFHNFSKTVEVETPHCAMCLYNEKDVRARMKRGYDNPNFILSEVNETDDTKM
STAT3 act: IL-6 driven STAT3 reporter potentiators, primary screen, U3A cells, luciferase, luminescence, MLSCN library; IL-6 STAT3-luciferase reporter; 100% = signal with IL-6 EC80 alone; AID 871, 2007; 190,000 compounds, 0.91% hits; activation (% of control), % at 5.6 µM;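 active = activation above the screen-wide mean of compound activation plus 3 SD, cut at about 130% in these data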;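 also: 0% = background luminescence of wells with medium and substrate only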
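system = STAT3-luciferase reporter U3A cells | reagent = IL-6 stimulus at 33 ng/mL final | timing = 1 h compound pre-exposure, 6 h IL-6 stimulation, 37 °C | measured by = luminescence | evaluation = % activation versus median of IL-6-stimulated wells | control set = IL-6-only wells as 100% reference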
TR-FRET SRC-2 ct: TR-FRET signal artefacts, primary screen, artefact control for PPARgamma SRC-2 agonist project, biochemical; TR-FRET artefact counter-screen; stronger effect = higher value; TR-FRET ratio at 8 µM; 200,000 compounds, 0.4% hits; AID 1049, 2008; in the data active = TR-FRET ratio above about 2000; also: inactives centre near 1500
TNAP act hi DEA: TNAP activators at high phosphate acceptor level, primary screen, biochemical, luminescence, uHTS; Alkaline phosphatase, tissue-nonspecific isozyme (Homo sapiens), P05186; purified TNAP, CDP-star luminescence, 1 M DEA, 30 min; stronger effect = higher value; 0 = EDTA background, 1 = DMSO-only activity; activation factor at 20 µM; 200,000 tested, under 10 active;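 active = activation factor at least 2 at 20 µM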
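Assay system: human TNAP; Input: enzyme diluted 1/800 final; Reagent: CDP-star luminogenic substrate at 100 µM final; Timing: 30 min, room temperature; Signal: luminescence; Evaluation: TNAP activation factor scaled between EDTA and DMSO control wells.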
bIAP activator: bovine intestinal alkaline phosphatase activators, primary screen, biochemical, bovine IAP, CDP-star luminescence; purified bovine IAP, 30 min; stronger effect = higher value; fold of DMSO-control signal, blank-subtracted; alkaline phosphatase, intestinal [Bos taurus]; AID 1016, 2008; 200,000 compounds, 0.17% hits; activation factor at 20 µM;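 active = activation factor of 2 or more at 20 µM, a signal rise over negative controls twice the positive control's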
STAT1 inh: STAT1 signaling inhibitors, primary screen, cell-based, HTS, luciferase reporter; NIH 3T3 STAT1-luciferase reporter, IFN-gamma, luminescence; inhibition, % at 5.5 µM; 200,000 compounds, 0.35% hits; AID 920, 2007;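 active = inhibition above a set limit, the mean inhibition across all tested compounds plus 3 SD, cut at about 34% in these data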;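 also: 0% = IFN-gamma with DMSO and 100% = IFN-gamma with 300 µM nifuroxazide; values of inactives mirror those of a sister screen read the other way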
* hit, by the source's call. Hits appear at their usual frequency, and some 3.7% of all compounds hit somewhere here.

Results for Cc1ccc(C(=O)NC2CCCc3ccccc32)o1 (stereo unspecified) ?
PPARg SRC2 recr: -5; STAT3 blocker: 1; bIAP inhibitor: 4; PPARg SRC1 recr: -8; PPARg SRC3 recr: 3; STAT3 act: 103; TR-FRET SRC-2 ct: 1353; TNAP act hi DEA: 1; bIAP activator: 1; STAT1 inh: 1

Results for COCCN1C(=O)C(=O)/C(=C(/O)c2cccc(OC)c2)C1c1ccncc1 (stereo unspecified) ?
PPARg SRC2 recr: 8; STAT3 blocker: -3; bIAP inhibitor: 4; PPARg SRC1 recr: 8; PPARg SRC3 recr: 8; STAT3 act: 103; TR-FRET SRC-2 ct: 1605; TNAP act hi DEA: 1.1; bIAP activator: 1; STAT1 inh: -2

Results for CCOc1ccc(OCC)c(NC(=O)CCn2cccc2)c1 ?
PPARg SRC2 recr: 0; STAT3 blocker: 2; bIAP inhibitor: 6; PPARg SRC1 recr: -9; PPARg SRC3 recr: -7; ROMK primary: 1.5; STAT3 act: 99; TR-FRET SRC-2 ct: 1389; TNAP act hi DEA: 1; bIAP activator: 0.9; STAT1 inh: 2

What do the screens show for `CCn1c(SCC(=O)Nc2cc(C)on2)nnc1-c1cccs1`?
PPARg SRC2 recr: -1; STAT3 blocker: 5; bIAP inhibitor: 21; PPARg SRC1 recr: 6; PPARg SRC3 recr: 9; ROMK primary: -0.034; STAT3 act: 98; TR-FRET SRC-2 ct: 1536; TNAP act hi DEA: 1; bIAP activator: 0.8; STAT1 inh: -4

What do the screens show for `CSC1=NCCN1C(=O)c1cccs1`?
PPARg SRC2 recr: 3; STAT3 blocker: 5; bIAP inhibitor: -2; PPARg SRC1 recr: 7; PPARg SRC3 recr: 6; STAT3 act: 100; TR-FRET SRC-2 ct: 1745; TNAP act hi DEA: 1; bIAP activator: 1; STAT1 inh: -4

What do the screens show for `O=C(NCc1cccc2ccccc12)Nc1ccccc1`?
PPARg SRC2 recr: 2; STAT3 blocker: 14; bIAP inhibitor: 6; PPARg SRC1 recr: -3; PPARg SRC3 recr: -1; ROMK primary: -0.14; STAT3 act: 91; TR-FRET SRC-2 ct: 1515; TNAP act hi DEA: 1.1; bIAP activator: 0.9; STAT1 inh: -14

How did Cc1ccc(Nc2nc(N3CCOCC3)c3ccccc3n2)cc1 do in these assays?
PPARg SRC2 recr: -12; STAT3 blocker: 24; bIAP inhibitor: 8; PPARg SRC1 recr: -2; PPARg SRC3 recr: -2; ROMK primary: -0.67; STAT3 act: 81; TR-FRET SRC-2 ct: 1548; TNAP act hi DEA: 1; bIAP activator: 0.9; STAT1 inh: 5

How did CC(=O)C1=C(O)C(=O)N(Cc2cccnc2)C1c1ccc(Cl)cc1Cl (stereo unspecified) do in these assays?
PPARg SRC2 recr: 9; STAT3 blocker: -2; bIAP inhibitor: 1; PPARg SRC1 recr: -1; PPARg SRC3 recr: 7; STAT3 act: 105; TR-FRET SRC-2 ct: 1712; TNAP act hi DEA: 1; bIAP activator: 1; STAT1 inh: -7

Results for CC(C)Nc1c(N)c(=O)oc2ccccc12 ?
PPARg SRC2 recr: 1; STAT3 blocker: -2; bIAP inhibitor: 9; PPARg SRC1 recr: 8; PPARg SRC3 recr: -1; ROMK primary: -0.16; STAT3 act: 107; TR-FRET SRC-2 ct: 1540; TNAP act hi DEA: 1; bIAP activator: 0.9; STAT1 inh: -2

Results for CS(=O)(=O)N1CCC(C(=O)NCc2ccncc2)CC1 ?
PPARg SRC2 recr: 0; STAT3 blocker: 4; bIAP inhibitor: 10; PPARg SRC1 recr: 0; PPARg SRC3 recr: 10; STAT3 act: 100; TR-FRET SRC-2 ct: 1583; TNAP act hi DEA: 1; bIAP activator: 0.9; STAT1 inh: 10

Results for Cc1ccc(-c2nn3c(C)nnc3c3ccccc23)cc1S(=O)(=O)NCc1ccccc1 ?
PPARg SRC2 recr: 3; STAT3 blocker: -3; bIAP inhibitor: 0; PPARg SRC1 recr: 8; PPARg SRC3 recr: 7; STAT3 act: 102; TR-FRET SRC-2 ct: 1703; TNAP act hi DEA: 1.1; bIAP activator: 1; STAT1 inh: 1

How did C=C1C(=O)C=C2CN(C(=O)c3ccccc3)[C@@](Cc3ccc(F)cc3)(C(=O)OC)[C@@H]12 do in these assays?
PPARg SRC2 recr: -1; STAT3 blocker: -16; bIAP inhibitor: 22; PPARg SRC1 recr: -1; PPARg SRC3 recr: -1; ROMK primary: -4.4*; STAT3 act: 111; TR-FRET SRC-2 ct: 1370; TNAP act hi DEA: 1; bIAP activator: 0.8; STAT1 inh: 14

How did Cc1ccn2c(NC3CCCC3)c(-c3ccccn3)nc2c1 do in these assays?
PPARg SRC2 recr: 0; STAT3 blocker: 20; bIAP inhibitor: -63; PPARg SRC1 recr: 7; PPARg SRC3 recr: -1; ROMK primary: -0.19; STAT3 act: 89; TR-FRET SRC-2 ct: 1348; TNAP act hi DEA: 1.1; bIAP activator: 1.6; STAT1 inh: -7

Results for CC1CCN(CCCNC(=O)C2CC(=O)N(C3CCCCCC3)C2)CC1 (stereo unspecified) ?
PPARg SRC2 recr: 4; STAT3 blocker: 5; bIAP inhibitor: -8; PPARg SRC1 recr: -9; PPARg SRC3 recr: -8; ROMK primary: 0.57; STAT3 act: 102; TR-FRET SRC-2 ct: 1484; TNAP act hi DEA: 1.1; bIAP activator: 1.1; STAT1 inh: 5

Results for COc1ccccc1/C=C/C=N/NC(=O)CN1CCN(S(=O)(=O)c2ccc(C)cc2)CC1 ?
PPARg SRC2 recr: 6; STAT3 blocker: -6; bIAP inhibitor: 13; PPARg SRC1 recr: 10; PPARg SRC3 recr: 0; STAT3 act: 101; TR-FRET SRC-2 ct: 1528; TNAP act hi DEA: 1; bIAP activator: 0.9; STAT1 inh: 2

How did CCCCc1c(C)c(C#N)c2nc3ccccc3n2c1Nc1c(C)n(C)n(-c2ccccc2)c1=O do in these assays?
PPARg SRC2 recr: 2; STAT3 blocker: -1; bIAP inhibitor: -1; PPARg SRC1 recr: 6; PPARg SRC3 recr: 8; STAT3 act: 105; TR-FRET SRC-2 ct: 1617; TNAP act hi DEA: 1; bIAP activator: 1; STAT1 inh: 10

Results for COc1cc(OC)c(N2CC34C=CC(O3)C(C(=O)O)C4C2=O)cc1Cl (stereo unspecified) ?
PPARg SRC2 recr: 0; STAT3 blocker: 4; bIAP inhibitor: 1; PPARg SRC1 recr: -6; PPARg SRC3 recr: -8; STAT3 act: 105; TR-FRET SRC-2 ct: 1399; TNAP act hi DEA: 1; bIAP activator: 1; STAT1 inh: -2

Results for COc1ccc(-c2cc(C(F)(F)F)nc(S(=O)(=O)CCCC(=O)Nc3cc(C)on3)n2)cc1OC ?
PPARg SRC2 recr: -8; STAT3 blocker: 8; bIAP inhibitor: 1; PPARg SRC1 recr: 3; PPARg SRC3 recr: 2; ROMK primary: 0.16; STAT3 act: 100; TR-FRET SRC-2 ct: 1522; TNAP act hi DEA: 1; bIAP activator: 1; STAT1 inh: 51*

What do the screens show for `Cc1ccc2c(CC(=O)NCc3ccc4c(c3)OCO4)coc2c1`?
PPARg SRC2 recr: -2; STAT3 blocker: 2; bIAP inhibitor: 9; PPARg SRC1 recr: 4; PPARg SRC3 recr: -8; ROMK primary: -0.39; STAT3 act: 102; TR-FRET SRC-2 ct: 1506; TNAP act hi DEA: 1.1; bIAP activator: 0.9; STAT1 inh: -16

What do the screens show for `O=C(Nc1ccc(S(=O)(=O)NCC2CCCO2)cc1)c1ccc(Cl)cc1[N+](=O)[O-]` (stereo unspecified)?
PPARg SRC2 recr: 3; STAT3 blocker: 9; bIAP inhibitor: 5; PPARg SRC1 recr: 7; PPARg SRC3 recr: 7; STAT3 act: 98; TR-FRET SRC-2 ct: 1612; TNAP act hi DEA: 1.1; bIAP activator: 1; STAT1 inh: -11

Reprinted from the part before: 2 entries; new compounds follow.
What do the screens show for `Cc1ccc2c(CC(=O)NCc3ccc4c(c3)OCO4)coc2c1`?
PPARg SRC2 recr: -2; STAT3 blocker: 2; bIAP inhibitor: 9; PPARg SRC1 recr: 4; PPARg SRC3 recr: -8; ROMK primary: -0.39; STAT3 act: 102; TR-FRET SRC-2 ct: 1506; TNAP act hi DEA: 1.1; bIAP activator: 0.9; STAT1 inh: -16

What do the screens show for `O=C(Nc1ccc(S(=O)(=O)NCC2CCCO2)cc1)c1ccc(Cl)cc1[N+](=O)[O-]` (stereo unspecified)?
PPARg SRC2 recr: 3; STAT3 blocker: 9; bIAP inhibitor: 5; PPARg SRC1 recr: 7; PPARg SRC3 recr: 7; STAT3 act: 98; TR-FRET SRC-2 ct: 1612; TNAP act hi DEA: 1.1; bIAP activator: 1; STAT1 inh: -11

What do the screens show for `Nc1ncc(CCN2CCOCC2)c(-c2ccc(F)cc2)n1`?
PPARg SRC2 recr: 4; STAT3 blocker: 16; bIAP inhibitor: 16; PPARg SRC1 recr: 9; PPARg SRC3 recr: 2; ROMK primary: 0.8; STAT3 act: 95; TR-FRET SRC-2 ct: 1624; TNAP act hi DEA: 1; bIAP activator: 0.8; STAT1 inh: -3

Results for CC1CCCCN1c1ccc(N)cc1C(N)=O (stereo unspecified) ?
PPARg SRC2 recr: -2; STAT3 blocker: -11; bIAP inhibitor: -6; PPARg SRC1 recr: 4; PPARg SRC3 recr: 3; ROMK primary: 0.54; STAT3 act: 111; TR-FRET SRC-2 ct: 1573; TNAP act hi DEA: 1; bIAP activator: 1.1; STAT1 inh: -1

How did COc1ccc(NC(=O)CN2c3cccc4cccc(c34)S2(=O)=O)c(OC)c1 do in these assays?
PPARg SRC2 recr: 4; STAT3 blocker: 7; bIAP inhibitor: 24; PPARg SRC1 recr: 6; PPARg SRC3 recr: -4; ROMK primary: -0.7; STAT3 act: 99; TR-FRET SRC-2 ct: 1615; TNAP act hi DEA: 1; bIAP activator: 0.8; STAT1 inh: -5

What do the screens show for `NC(=O)COC(=O)c1ccc(S(=O)(=O)NCc2ccco2)cc1`?
PPARg SRC2 recr: -5; STAT3 blocker: -1; bIAP inhibitor: -9; PPARg SRC1 recr: 2; PPARg SRC3 recr: 3; ROMK primary: 0.044; STAT3 act: 102; TR-FRET SRC-2 ct: 1633; TNAP act hi DEA: 1; bIAP activator: 1.1; STAT1 inh: -2

High-throughput results (PubChem BioAssay)
